Source: PubChem (Broad Institute)
PRC2 inh: inhibitors of human EZH2/PRC2 methyltransferase. Q15910. PRC2 H3K27 methylation, DELFIA TRF, 1 h. actives 0.35% (n = 57,000). AID 651548. inhibition, % at 12.5 µM;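 active = mean inhibition of replicates at least 50% and every single replicate also reaching 50%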;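 note: dimethyl H3K27 on biotinylated H3 21-44 peptide detected by antibody; plate controls were median neutral control wells for no effect and median positive control wells for full effect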
Target sequence (Q15910 whole entry, looked up): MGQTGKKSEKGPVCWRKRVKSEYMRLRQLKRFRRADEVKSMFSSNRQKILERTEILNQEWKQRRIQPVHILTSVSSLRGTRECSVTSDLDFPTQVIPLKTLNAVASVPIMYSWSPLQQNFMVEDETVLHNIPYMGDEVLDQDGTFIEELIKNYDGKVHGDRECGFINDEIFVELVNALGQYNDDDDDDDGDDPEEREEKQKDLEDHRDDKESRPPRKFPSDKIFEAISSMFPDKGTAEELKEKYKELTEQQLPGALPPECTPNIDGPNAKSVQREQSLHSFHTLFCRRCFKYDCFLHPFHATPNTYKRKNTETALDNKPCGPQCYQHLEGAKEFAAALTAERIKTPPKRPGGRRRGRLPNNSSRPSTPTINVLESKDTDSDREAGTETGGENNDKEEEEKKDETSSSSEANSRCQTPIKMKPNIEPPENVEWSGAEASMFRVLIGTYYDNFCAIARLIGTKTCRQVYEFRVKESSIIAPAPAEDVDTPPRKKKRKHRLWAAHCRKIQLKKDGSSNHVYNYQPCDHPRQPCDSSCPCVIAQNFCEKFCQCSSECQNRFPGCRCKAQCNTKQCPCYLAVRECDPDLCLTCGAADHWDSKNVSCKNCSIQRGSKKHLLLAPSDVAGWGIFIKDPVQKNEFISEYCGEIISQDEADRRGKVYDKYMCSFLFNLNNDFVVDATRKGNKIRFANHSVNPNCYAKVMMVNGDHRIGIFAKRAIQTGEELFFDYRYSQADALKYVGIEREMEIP
IDH1 mut inh: IDH1 R132H (human) inhibition. O75874. IDH1 R132H reductase, diaphorase/resazurin fluorescence, 60 min. inhibition, % at 10 µM. actives 0.18% (n = 70,000); in the data active = inhibition above about 34%;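 note: 0% = DMSO and 100% = no enzyme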
* hit, by the source's call; · = not tested or not shown. An excerpt, so the mix of outcomes need not match the whole.

[1] COc1ccccc1OCCNCC(O)COc1cccc2[nH]c3ccccc3c12 (stereo unspecified)
[2] Cc1cccc(C)c1NC(=O)C1CCCCN1C (stereo unspecified)
[3] COc1ccc2ccc(=O)oc2c1
[4] O=c1cc(-c2ccc(O)cc2)oc2cc(O[C@@H]3O[C@H](CO)[C@@H](O)[C@H](O)[C@H]3O[C@@H]3OC[C@](O)(CO)[C@H]3O)cc(O)c12
[5] NC(N)=NC(=O)Cc1c(Cl)cccc1Cl
[6] NC(=NCc1ccccc1)NC(=O)c1nc(Cl)c(N)nc1N
[7] COc1ccc(OCC(=O)Nc2cc(-c3nc4ccccc4s3)ccc2C)cc1
[8] C[C@H]1[C@H](C)CC[C@]2(C(=O)O[C@@H]3O[C@H](COC4O[C@H](CO)[C@@H](OC5O[C@@H](C)[C@H](O)[C@@H](O)[C@H]5O)[C@H](O)[C@H]4O)[C@@H](O)[C@H](O)[C@H]3O)CC[C@]3(C)C(=CC[C@@H]4[C@@]5(C)C[C@@H](O)[C@H](O)[C@@](C)(CO)C5CC[C@]43C)[C@H]12 (stereo partly specified)
entry no.,1,2,3,4,5,6,7,8
IDH1 mut inh,-0.3,-0.1,0.3,-2.1,0.5,-4.3,0.5,0.6
PRC2 inh,·,·,23.9,-10.9,·,-5.8,4.6,·

[9] COc1c(O)cc2c(c1O)[C@H]1O[C@H](CO)[C@@H](O)[C@H](O)[C@@H]1OC2=O
[10] CCOC(=O)NNc1nncc2ccccc12
[11] CCC(=O)O[C@]1(C(=O)SCF)[C@H](C)C[C@H]2[C@@H]3C[C@H](F)C4=CC(=O)C=C[C@]4(C)[C@@]3(F)[C@@H](O)C[C@@]21C
[12] CC[C@]1(O)C[C@@H]2CN(CCc3c([nH]c4ccccc34)[C@@](C(=O)OC)(c3cc4c(cc3OC)N(C)[C@H]3[C@@](O)(C(=O)OC)[C@H](OC(C)=O)[C@]5(CC)C=CCN6CC[C@]43[C@@H]65)C2)C1
[13] Cc1cc(C)cc(OCC2CNC(=O)O2)c1 (stereo unspecified)
[14] Nc1c2c(nc3ccccc13)CCCC2O (stereo unspecified)
[15] C/C=C(/C)C(=O)OC1c2c(ccc3ccc(=O)oc23)OC(C)(C)C1OC(=O)/C(C)=C\C (stereo unspecified)
[16] CCOc1ccc(NC(=O)Cn2cc(C(=O)c3cccs3)c3ccccc32)cc1
entry no.,9,10,11,12,13,14,15,16
IDH1 mut inh,0.0,-0.7,-1.2,2.0,-0.1,-0.3,-0.3,-0.3
PRC2 inh,7.6,-6.1,-17.6,·,·,·,36.1,3.9

A different layout for some results above:
entry | canonical_smiles | IDH1 mut inh | PRC2 inh
7 | COc1ccc(OCC(=O)Nc2cc(-c3nc4ccccc4s3)ccc2C)cc1 | 0.5 | 4.6
8 | C[C@H]1[C@H](C)CC[C@]2(C(=O)O[C@@H]3O[C@H](COC4O[C@H](CO)[C@@H](OC5O[C@@H](C)[C@H](O)[C@@H](O)[C@H]5O)[C@H](O)[C@H]4O)[C@@H](O)[C@H](O)[C@H]3O)CC[C@]3(C)C(=CC[C@@H]4[C@@]5(C)C[C@@H](O)[C@H](O)[C@@](C)(CO)C5CC[C@]43C)[C@H]12 (stereo partly specified) | 0.6 | ·
9 | COc1c(O)cc2c(c1O)[C@H]1O[C@H](CO)[C@@H](O)[C@H](O)[C@@H]1OC2=O | 0.0 | 7.6
10 | CCOC(=O)NNc1nncc2ccccc12 | -0.7 | -6.1
